INS-1E GSIS act: GLuc luminescence reporter in INS-1E cells, primary screen for activators of glucose-dependent secretion of insulin; INS-1E GLuc reporter insulin secretion, 2-3 h; 0.61% of 370,000 active; AID 743287, 2014; activation, % at 16.6 µM;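 active means lowest replicate activation of at least 40%, so every replicate reaches that level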;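 further: 0% = median of neutral control wells and 100% = median of IBMX positive control wells; some compounds called inactive have numbers as strong as hits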
miR122 inh: miR-122 Renilla sensor signal increase in Huh7, primary screen, miR-122 inhibitor project, cell-based, single point, plate reader | Huh7 miR-122 Renilla luciferase sensor, 48 h; neutral wells = 0, positive control = 100 | AID 602342, 2012 | 0.3% of 340,000 active | activation (reporter increase), % at 12.5 µM;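 active means mean replicate activation score at least 90 and every replicate individually at or above 90; inconclusive means only one of the two criteria met; inactive means neither criterion met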;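 further: higher luciferase means less miR-122 activity so hits act as miR-122 inhibitors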
F508del corr: F508del CFTR correction, initial screen, CFBE line, single point; CFBE cells, YFP halide quenching; stimulated with forskolin plus potentiator P3; % fluorescence drop versus neutral controls; activity (quench increase), % at 7.58 µM; 0.36% of 350,000 active; AID 720511, 2013;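 active means mean added fluorescence quench of at least 8% versus neutral control, with both replicates also reaching 8%; inconclusive means only one of the mean or replicate conditions met; inactive means mean below 8% and not both replicates reaching 8%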;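 further: cells transiently co-express mutant CFTR-F508del with the halide-sensitive YFP; corrector assay measuring rescue of mutant channel to the surface after 24 h compound exposure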
DENV2 CPE rescue: inhibitors of DENV2 cytopathic effect, primary screen, cell-based, plate reader, single concentration. CPE inhibition, % at 9.99 µM. 1.7% of 350,000 active. DENV2-infected cells, cytopathic effect rescue; in the data active means CPE inhibition above about 20%, passing the limit was not always enough; inconclusive means no clear call, values can overlap the other calls; tested in BHK-21 cells;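 further: 0% = median of neutral control wells and 100% = median of positive control wells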
PAX8 reporter: inhibitors of PAX8-driven TPO luciferase reporter, primary screen, RMG-I cells, single concentration; SteadyGlo, 24 h; inhibition, % at 12.6 µM; 1.2% of 360,000 active; AID 652154, 2013;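 active means mean replicate inhibition at least 60% with every replicate also reaching 60%; inconclusive means only one of the two criteria is met; inactive means mean below 60% and not all replicates reaching 60%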;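 further: luciferase light reporting Pax8 driven TPO promoter activity; plate controls were median of neutral control wells for no effect and mitoxantrone controls for full effect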
EWS-Fli block: EWS/Fli-driven NR0B1 reporter inhibitors, primary screen, A673 cells, NR0B1 luciferase, luminescence, MLPCN library; viability-normalised; inhibition, % at 12.6 µM; 0.67% of 350,000 active;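 active means mean inhibition of at least 50% after viability correction, with every replicate also passing that limit; inconclusive means mean reaches 50% but only one of two replicates passes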;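 further: firefly luciferase signal divided by Alamar Blue viability fluorescence both relative to DMSO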
FN deposition inh: inhibitors of fibronectin matrix deposition, primary screen, AH1F cells, Alexa488-fibronectin fluorescence, plate reader; AH1F fibroblasts, overnight; inhibition, % at 12.6 µM; 0.086% of 350,000 active;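 active means mean inhibition across replicates of 30% or more, regardless of how many single replicates reach that level; inconclusive means mean under 30% yet at least half of replicates reach 30%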;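 further: positive control wells lacked labelled fibronectin entirely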
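material = AH1F fibroblast monolayer depositing Alexa488-labelled fibronectin into matrix | amount = 10000 AH1F cells/well | buffer or medium = DMEM plus 2% serum, read in PBS | incubation = 1 h cell adhesion before compound, then overnight fibronectin incubation | detection = fluorescence at 485 nm excitation, 525 nm emission | evaluation = percent inhibition as loss of matrix-bound fibronectin fluorescence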
Active calls of the source: *; ? = inconclusive; . = no result given; + = active, no number; [ ] = dose if it differs, or a comment.

SMILES	INS-1E GSIS act	miR122 inh	F508del corr	DENV2 CPE rescue	PAX8 reporter	EWS-Fli block	FN deposition inh
CCCC#Cc1cnc2c(c1)C(=O)N([C@H](C)CO)C[C@H](C)[C@H](CN(C)C(=O)NC1CCCC1)O2	-11	3[16.7 µM]	.	-1	-4	5	3
COc1cc(C(=S)N2CCOCC2)ccc1OC(=O)c1ccccc1[N+](=O)[O-]	18	.	-1.4	0	-6	3	6
CO[C@@H]1CN(C)C(=O)c2cc(NC(=O)Nc3c(C)noc3C)ccc2OC[C@H](C)NC[C@@H]1C	12	-4[16.7 µM]	0.7	?	-5	-4	-11
COc1ccc(NS(=O)(=O)c2cc(NC(=O)CCNC(=O)c3ccco3)ccc2OC)cc1	0	50	-0.1	-5	3	0	6
COc1ccc(Cl)cc1NC(=O)C(C)OC(=O)C1=NNC(=O)CC1 (centres undefined)	18	6	-1.9	10	-1	-11	-15
O=C(Cn1cnc2sc3c(c2c1=O)CCCC3)NCC(=O)Nc1ccc(F)cc1F	-3	-8	1.7	-3	22	8	-3
CO[C@H](CN(C)C(=O)C1CCOCC1)[C@@H](C)CN(C(=O)Nc1ccc(C(F)(F)F)cc1)[C@H](C)CO	.	.	-3.3	-1	.	-8	.
COCCCn1c(=O)c2sccc2n2c(CCCC(=O)NCc3ccccc3OC)nnc12	1	-7	4.6	-4	7	4	4
C[C@@H]1CN([C@H](C)CO)C(=O)c2cccc(NC(=O)c3nc4ccccc4s3)c2O[C@H]1CN(C)CC1CC1	-25	7[16.7 µM]	1.6	2	3	-2	.
O=C(C[C@H]1C[C@@H]2c3cc(NC(=O)C4CCC4)ccc3O[C@@H]2[C@@H](CO)O1)NCc1ccccc1	-9	0[16.7 µM]	1.8	-2	1	24	0
Cc1ccc(OCCCCn2ccnc2)c([N+](=O)[O-])c1	3	.	1.0	7	-28	-11	5
CN(CCCC1CCCC1)C(=O)CCc1nnc(-c2ccccc2)o1	-20	-2	-1.2	9	-194	-179	.
Cc1ccc(C)c(S(=O)(=O)N2CCN(CC(=O)NC(=O)NCc3ccco3)CC2)c1	4	.	0.3	0	8	5	.
Nc1nc(CN2CCN(c3ccc(F)cc3)CC2)nc(N2CCCc3ccccc32)n1	.	0	.	.	3	.	1
COc1cccc(-c2ccc3c(c2)[C@H]2[C@H](CCN2C(=O)NC2CCCCC2)[C@@H](CO)N3C)c1	-33	.	1.3	-6	96*	-12	1
COc1cc(/C=C2\CCC/C(=C\c3ccc(O)c(OC)c3)C2=O)ccc1O	15	.	-2.9	-3	35	77*	11
COCCn1c(=O)[nH]c2cc(C(=O)NCCN3CCN(c4ccc(OC)cc4)CC3)ccc2c1=O	.	5	.	.	-9	.	-4
CN(CC(=O)NC(=O)NCc1ccccc1)Cc1ccc(Cl)cc1	-24	.	.	.	-12	.	4
COc1ccc(CCNC(=O)c2ccc3c(c2)OCCO3)cc1	.	.	-1.3	1	-135	-31	3
O=C(Nc1ccc(F)cc1)C(c1ccccc1)N1CCN(S(=O)(=O)c2ccccc2)CC1 (centres undefined)	-27	.	.	.	20	.	13
Cc1nn(C2CCS(=O)(=O)C2)c(C)c1CN(C)C(=O)c1ccc(F)cc1 (centres undefined)	-11	0	-1.5	-12	8	13	.
Cc1ccc(C)c(N2N=C(C(=O)Nc3ccc(S(=O)(=O)N4CCCC4)cc3)CCC2=O)c1	.	-6	0.3	-3	11	1	-6
CC(C)C[C@H](NC(=O)c1[nH]cnc1C(=O)Nc1ccc(Cl)cc1)C(=O)OC(C)(C)C	-9	5	-0.3	-19	15	16	6
C[C@@H]1CCCCO[C@H](CN(C)Cc2ccc(C(=O)O)cc2)[C@H](C)CN([C@@H](C)CO)C(=O)c2cc(NC(=O)Nc3ccc(F)cc3)ccc2O1	13	2[16.7 µM]	-2.3	-8	-33	-9	.
O=C(COc1ncnc2sccc12)NC1CCS(=O)(=O)C1 (centres undefined)	.	2	2.2	28*	-5	-1	1
Other structures
SMILES	INS-1E GSIS act	miR122 inh	F508del corr	DENV2 CPE rescue	PAX8 reporter	EWS-Fli block	FN deposition inh
C=CCNc1ncnc2c1ncn2[C@H]1CN(Cc2ccc(-c3ccccc3)cc2)C[C@@H](CO)O1	-49	-5	-0.5	14	15	19	0
COc1ccc2c3c([nH]c2c1)[C@@H](CO)N(Cc1nccs1)CC31CCN(Cc2ccncc2)CC1	-24	.	0.8	2	.	-49	.
Cc1ccc(/C=C/S(=O)(=O)NCC(=O)O)cc1	0	.	-2.9	-3	-8	-1	0
O=C(COc1ccc(-c2nnco2)cc1)Nc1cc([N+](=O)[O-])ccc1F	4	0	0.3	-6	5	-2	-19
COc1ccc(S(=O)(=O)Nc2cccc3c2O[C@@H](CN(C)S(=O)(=O)c2cn(C)cn2)[C@H](C)CN([C@@H](C)CO)C3=O)cc1	4	1[16.7 µM]	3.7	17	.	-4	5
Cc1ccc(C(=O)Nc2ccccc2N2CCOCC2)cc1S(=O)(=O)N1CCOCC1	-11	.	-0.6	11	4	7	8
CC(=O)OCC1=C(C(=O)O)N2C(=O)C(NC(=O)CCn3nc(C)c(Cl)c3C)C2SC1 (centres undefined)	22	.	-1.0	1	16	1	33*
CCOC(=O)c1ccc(NS(=O)(=O)c2cc3c(cc2C)NC(=O)CO3)cc1	-9	9	2.4	3	-6	.	8
O=C(Nc1cccc(Cl)c1)Nc1ccccc1-n1ccnc1	4	4	.	3	7	10	-10
COc1cc([N+](=O)[O-])cc2sc(NC(=O)c3c(F)cccc3F)nc12	3	.	-0.1	5	-1	18	1
O=C(NOCc1ccccc1)c1ccccc1	-1	-4	-1.7	7	-43	-8	-9
CCC1=NN(C(=O)c2ccccc2O)C(O)(c2ccccc2)C1 (centres undefined)	.	+	-4.7	-11	17	-13	14
O=C(C1CCC1)N1CCc2cc(S(=O)(=O)NC3CCCC3)ccc21	.	79	.	.	11	.	-3
CC1(C(=O)NS(=O)(=O)c2cccc(OC(F)F)c2)CCN1C(=O)C1CCCCC1 (centres undefined)	31	1	-4.7	-2	-3	2	-12
C[C@H](CO)N1C[C@H](C)[C@H](CN(C)C(=O)c2cnccn2)Oc2cc(Br)ccc2S1(=O)=O	9	4[16.7 µM]	0.7	-9	.	5	-17
CCCCCN(C(=O)CCC(=O)OCC(=O)N(CC)c1ccccc1)c1c(N)n(CCCC)c(=O)[nH]c1=O	1	-11	-2.4	-6	8	0	-9
O=C(Nc1nnc(Cc2ccc(Cl)cc2)s1)c1ccncc1	-1	-2	0.3	-7	-3	5	0
Cc1ccc(S(=O)(=O)Nc2ccc3c(c2)C(=O)N([C@H](C)CO)C[C@H](C)[C@H](CN(C)C(=O)Nc2ccccc2)O3)cc1	-5	1[16.7 µM]	0.5	.	7	6	.
CC(C)(C)c1ccc2c(c1)OC(C(=O)N/N=C\c1ccc[nH]1)CO2 (centres undefined)	.	-9	-1.3	3	-11	48	3
CC(CN1CCCC1)OC(=O)c1ccc(Cl)cc1Cl (centres undefined)	.	0	1.7	-5	-3	-3	10
Brc1ccc(C[n+]2ccccc2)cc1	6	-3	-1.7	-8	-4	0	6
CCOc1ccc(OCC)c(NC(=O)C2CCCN(S(=O)(=O)c3c(C)noc3C)C2)c1 (centres undefined)	.	25	.	.	-27	.	0
Cc1c(C(=O)N(C)c2ccc(Cl)cc2)cnn1-c1ccccc1	6	0	0.5	15	-64	-84	-1
CCCOc1ccc(N2C(=O)CC(N3CCN(C(=O)c4ccco4)CC3)C2=O)cc1 (centres undefined)	.	-2	.	.	-4	.	6
Cc1cc2c(cc1S(=O)(=O)NCc1ccc(Cl)cc1)OCC(=O)N2	11	3	-0.9	0	12	0	4
Continued:
SMILES	INS-1E GSIS act	miR122 inh	F508del corr	DENV2 CPE rescue	PAX8 reporter	EWS-Fli block	FN deposition inh
CCCCCCCOc1ccc(C(=O)Nc2cccnc2)cc1	6	0	1.5	2	-31	-30	-4
COc1ccc2ncc(S(=O)(=O)c3ccccc3)c(N3CCN(c4ccccc4)CC3)c2c1	15	.	.	.	33	.	6
CC(=O)c1ccc(NC(=O)CS(=O)(=O)c2cn(CC(=O)N3CCOCC3)c3ccccc23)cc1	13	.	-1.6	5	.	.	-5
CO[C@H]1CN(C)C(=O)c2ccc(NC(=O)c3ccccc3)cc2OC[C@@H](C)N(C(C)=O)C[C@H]1C	0	-2[16.7 µM]	-1.3	1	.	-9	-3
COc1ccc(NS(=O)(=O)c2ccc3nc(COc4ccc5ccccc5c4)[nH]c3c2)cc1	-29	-5	.	.	32	.	2
C[C@@H]1CN([C@@H](C)CO)C(=O)c2cc(-c3cccc(C#N)c3)cnc2O[C@@H]1CN(C)C(=O)c1cnccn1	-2	.	-1.3	1	-17	-17	3
C#Cc1ccc([C@@H]2C=C(C(=O)NC3CC3)O[C@H](OCc3ccc(CO)cc3)C2)cc1	-14	6	-0.8	.	-27	-17	-7
COc1ccc(Br)cc1CN1CCCCCCC1	10	-2	-1.0	-1	.	10	.
C/C=C/c1ccc2c(c1)O[C@H](CN(C)CCC)[C@H](C)CN([C@@H](C)CO)S2(=O)=O	13	17[16.7 µM]	1.4	0	.	-1	4
CC(=O)N1[C@H](CO)[C@@H](c2ccc(-c3ccccc3)cc2)[C@H]1CNC(=O)C1CC1	-11	-7[16.7 µM]	0.3	-8	1	-5	-7
CN1CCN(C(=O)c2cc3c(c(-c4cccc(-c5cccc(C(=O)N(C)C)c5)c4)n2)[C@H](CCO)N([S@@](=O)C(C)(C)C)C3)CC1	0	.	-0.8	-6	-12	-4	6
CSCCC(NC(=O)c1ccc(Cl)cc1)C(=O)OCC(=O)NCc1ccco1 (centres undefined)	-12	-6	0.4	?	-12	-4	-11
COc1cccc(C(Nc2ccccn2)c2c(NC(=O)c3ccco3)sc(C)c2C)c1 (centres undefined)	6	-1	.	-3	-2	22	-13
CCCCNC(=O)C(=O)NCCCn1ccnc1	2	.	-2.0	-3	-4	-2	-7
COc1ccccc1CN(C)c1nnnn1-c1ccccc1	1	.	-1.2	10	3	4	-1
COC(=O)c1sc2cc(C(F)(F)F)cnc2c1-c1cccnc1	.	-3	.	.	6	.	3
CCOc1ccc2nc(CN3CCN(Cc4ccsc4)C(CCO)C3)ccc2c1 (centres undefined)	5	9	0.5	-1	-38	-1	-7
CC(C)NC(=O)Nc1ccc2c(c1)CC(=O)N([C@@H](C)CO)C[C@H](C)[C@@H](CN(C)S(C)(=O)=O)O2	10	5[16.7 µM]	-2.2	-1	-6	-4	.
Cc1ccccc1-n1nc(C)c2cc(C(=O)N3CCOCC3)sc21	2	0	.	.	.	.	3
O=C(C#Cc1ccccc1)Nc1ccccc1F	22	-6	-0.6	14	-104	-8	6
CCOCCCNC(=O)c1ccc2c(c1)ncn2-c1ccc(C)cc1C	-16	.	1.3	3	10	5	10
O=C(c1cccc(N2C(=O)C3C4C=CC(C4)C3C2=O)c1)N1CCN(c2ccccc2F)CC1 (centres undefined)	-19	-1	-1.5	1	3	1	5
Cc1cccc(OCC2Cn3c(nc4c3c(=O)[nH]c(=O)n4C)O2)c1 (centres undefined)	-7	.	-0.8	3	8	24	-3

Quoted from the entries so far for reference:
SMILES	INS-1E GSIS act	miR122 inh	F508del corr	DENV2 CPE rescue	PAX8 reporter	EWS-Fli block	FN deposition inh
CC1(C(=O)NS(=O)(=O)c2cccc(OC(F)F)c2)CCN1C(=O)C1CCCCC1 (centres undefined)	31	1	-4.7	-2	-3	2	-12
C[C@H](CO)N1C[C@H](C)[C@H](CN(C)C(=O)c2cnccn2)Oc2cc(Br)ccc2S1(=O)=O	9	4[16.7 µM]	0.7	-9	.	5	-17
CCCCCN(C(=O)CCC(=O)OCC(=O)N(CC)c1ccccc1)c1c(N)n(CCCC)c(=O)[nH]c1=O	1	-11	-2.4	-6	8	0	-9

Screens deposited in PubChem by Broad Institute.
